# DRD3 agonist = activates the human D3 dopamine receptor; P35462; D3R DiscoveRx beta-arrestin cells, luminescence, 90 min; max activation, %; 410,000 compounds, 0.58% hits; AID 652048; in the data active = max activation above about 30%; also: 0% is about no effect; mostly tested at two doses, the higher about 12 µM
# Target sequence (P35462 whole entry, looked up): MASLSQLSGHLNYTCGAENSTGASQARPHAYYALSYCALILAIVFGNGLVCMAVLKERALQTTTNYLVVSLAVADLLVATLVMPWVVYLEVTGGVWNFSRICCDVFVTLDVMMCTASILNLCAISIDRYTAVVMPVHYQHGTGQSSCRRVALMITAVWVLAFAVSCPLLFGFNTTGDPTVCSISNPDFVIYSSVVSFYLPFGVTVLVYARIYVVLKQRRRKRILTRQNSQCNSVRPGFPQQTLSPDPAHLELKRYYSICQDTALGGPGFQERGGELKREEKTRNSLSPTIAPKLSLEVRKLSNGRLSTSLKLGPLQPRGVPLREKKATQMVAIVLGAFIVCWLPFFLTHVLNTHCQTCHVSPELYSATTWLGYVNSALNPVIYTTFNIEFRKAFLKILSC
#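 Cells at 1500/well, incubated overnight, then treated with pinned compounds (dopamine as control) for 90 min at 37 degrees C. DiscoveRx reagent added for 30 - 60 minutes at room temperature; luminescence read.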
# DRD3 antagonist = blocks the human D3 dopamine receptor; P35462; D3R cells, DiscoveRx beta-arrestin luminescence, antagonist mode; hits give low values; max response, negative = inhibition, %; 360,000 compounds, 2.5% hits; AID 652054; in the data active = max response below about -50%; inconclusive = no clear call, values can overlap the other calls; also: % is scaled to controls: 0 for no effect and ±100 for the full control effect; mostly tested at two doses, the higher about 12 µM
#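 Cells expressing the human receptor were seeded at 1500 cells/well, incubated overnight at 37 degrees C in 5% CO2, then exposed to library compounds with dopamine controls for 90 minutes at 37 degrees C before luminescent detection.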
# HT1080NT lethal = kills 2HG-producing HT-1080-NT fibrosarcoma cells. HT-1080-NT fibrosarcoma viability, CellTiter-Glo ATP luminescence, 48 h. Potency, µM (highest dose often 46.1 µM), inactives show at the top dose activity, negative = less viability, most hits filed as cytotoxic. 360,000 compounds, 1.6% hits. AID 686970;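 also: NT is the 2HG producing partner of a matched IDH1 knockdown line; potency is read from the fitted curve at half-maximal effect; 0% = DMSO-treated cells and -100% = media-only wells without cells; nearly all actives have a fitted effect of over 55% in size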
#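 Viability by CellTiter-Glo luminescence after 48 h compound exposure at 37C of HT-1080-NT cells (750/well, RPMI, 5% FBS). % activity scaled between DMSO wells and medium-only wells, then curve-fitted and categorized by curve class.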
# GLP1R ag = GLP-1 receptor (human) agonism | P43220 | HEK293 GLP-1R CRE-luciferase, luminescence, 4-6 h; cells express a hypersensitive GLP-1R form | Potency, µM (titrated, usually from 45.6 µM), for inactives: at the top dose activation, hits mostly activators | 380,000 compounds, 0.007% hits | AID 624172; also: potency is read from the fitted curve at half-maximal effect; % of control where 0% means no effect
# Target sequence (P43220 whole entry, looked up): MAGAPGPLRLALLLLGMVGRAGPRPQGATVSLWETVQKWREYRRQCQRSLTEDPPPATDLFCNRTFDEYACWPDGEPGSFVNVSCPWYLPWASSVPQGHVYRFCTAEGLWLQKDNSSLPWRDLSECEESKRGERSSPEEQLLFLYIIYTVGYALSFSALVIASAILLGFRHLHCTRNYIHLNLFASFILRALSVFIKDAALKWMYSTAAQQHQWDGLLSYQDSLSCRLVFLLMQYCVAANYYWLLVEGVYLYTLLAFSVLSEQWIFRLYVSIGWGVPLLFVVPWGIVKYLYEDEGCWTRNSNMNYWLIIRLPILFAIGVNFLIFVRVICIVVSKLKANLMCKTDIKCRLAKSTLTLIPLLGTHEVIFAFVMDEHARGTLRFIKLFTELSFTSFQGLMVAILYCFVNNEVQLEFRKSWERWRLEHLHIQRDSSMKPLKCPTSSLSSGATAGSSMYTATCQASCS
# IL-1B inflam inh = blocks inflammasome-driven IL-1 beta release | THP-1 LPS/ATP IL-1B secretion, AlphaLISA, 16 h; hits give low values | activity change, % at 57.5 µM | 360,000 compounds, 4.7% hits; in the data active = activity change below about -50%; inconclusive = mostly about -30% to -49%; also: % is scaled to controls: 0 for no effect and ±100 for the full control effect
#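 Secreted IL-1B measured by AlphaLISA bead assay after 16 h compound exposure of THP-1 cells; compounds (final up to 57.5 uM) added 1 h before LPS (250 ng/mL) and ATP (1.25 mM) stimulation; lower signal means less secretion.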
# SW480 rereplic = induces DNA re-replication in SW480 colon adenocarcinoma cells | 340,000 compounds, 1.8% hits | Potency, µM (titrated, usually from 46.1 µM), without a hit: at the highest dose re-replication activation, most hits filed as activators | SW480 DNA re-replication, Hoechst DNA content imaging, 48 h; also: potency is read from the fitted curve at half-maximal effect; % of control where 0% means no effect; nearly all actives have a fitted effect of over 55% in size
#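 Per well, 250 cells were exposed to pinned compound for 48 hr. Nuclear DNA was visualised with Hoechst (40 min, 37 C) and total object intensity recorded by fluorescence scanning.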
# KB-V1 MDR tox = kills drug-selected multidrug resistant KB-V1 cells. AID 1347076. 400,000 compounds, 3.4% hits. Potency, µM (highest dose often 46.1 µM), for the others: top-dose activity change, negative = cytotoxicity, usual class: cytotoxic. KB-V1 MDR cells viability, CellTiter-Glo, 72 h; also: potency is read from the fitted curve at half-maximal effect; % is scaled to controls: 0 for no effect and ±100 for the full control effect; nearly all actives have a fitted effect of over 60% in size
#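 qHTS viability screen in drug-selected KB-V1 MDR cells: 72 h compound treatment at 37 degrees C, ATP luminescence end point.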
# KB-3-1 cytotox = kills parental KB-3-1 adenocarcinoma cells. KB-3-1 viability, CellTiter-Glo ATP luminescence, 72 h. Potency, µM (series often up to 46.1 µM), for the others: at the highest dose activity change, negative = cytotoxic, hits mostly cytotoxic. 400,000 compounds, 1.4% hits. AID 1347075; also: potency is read from the fitted curve at half-maximal effect; % is scaled to controls: 0 for no effect and ±100 for the full control effect; nearly all actives have a fitted effect of over 60% in size
#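 Multi-concentration cytotoxicity screen in KB-3-1 cells grown in DMEM lacking phenol red with 10% FBS. After 72 h at 37 °C with compound, ATP-dependent luminescence was recorded.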
# HT1080 IDH1KD tx = kills HT-1080 cells with IDH1 knockdown | HT-1080 IDH1 knockdown viability, ATP luminescence, 48 h | Potency, µM (titrated, usually from 46.1 µM), without a hit: at the top dose activity, negative = toxicity, actives largely listed as cytotoxic | 360,000 compounds, 2% hits | AID 686971;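 also: potency is read from the fitted curve at half-maximal effect; 0% = DMSO wells and -100% = cell-free medium wells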
#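 Viability of IDH1-knockdown HT-1080 fibrosarcoma cells was assessed by CellTiter-Glo after 48 h at 37 °C with titrated compound; concentration-effect curves were classified by fit quality and response size.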
# * = called active by the depositor; u = inconclusive; x = not tested or not shown; & = joins results of further samples; [ ] = dose if it differs, or a comment. Unless noted, calls follow the shape of the dose curve; as a rule, active = well fitted curve in the direction sought with a large enough effect; inconclusive = small, poorly fitted or top-dose-only effect, or another doubt; inactive = no such curve, though single readings can be large; an effect the other way counts as inactive or inconclusive.
SMILES,DRD3 agonist,DRD3 antagonist,HT1080NT lethal,GLP1R ag,IL-1B inflam inh,SW480 rereplic,KB-V1 MDR tox,KB-3-1 cytotox,HT1080 IDH1KD tx
COc1ccc(S(N)(=O)=O)cc1C(=O)N(C)CC(=O)Nc1ccc(N2CCOCC2)cc1,-10,0,-5%,5%,-1,-3%,x,x,-6%
COCC(=O)N(CCc1ccc(OC)c(OC)c1)Cc1cc2cc(C)ccc2nc1Cl,5,10,-29%,23%,7,-14%,u,-28%,-1%
O=C(CSc1nnc(SCc2cccc3ccccc23)s1)N/N=C/C=C/c1ccccc1[N+](=O)[O-],-4,-1,1%,4%,0,0%,-33%,-1%,1%
Fc1ccccc1/C=C/c1ccc2ccccc2n1,7,12,-9%,-17%,8,-2%,u,u,-3%
Cc1sc2nc(-c3ccccc3F)oc(=O)c2c1C,6,0,2%,9%,44,x,24%,-2%,1%
O=C1Nc2ccccc2/C1=C/C(=O)c1cccs1,-6,-16,u,-59%[inhibitor],-119*,u,-4%,-9%,u
CCCC(C)n1[nH]c(=O)cc1N (stereo not drawn),1,-2,3%,-13%,10,1%,3%,-11%,2%
Cc1ccc(C)c(N(CC(=O)NC2CCCC2)C(=O)c2oc(C(C)(C)C)cc2C)c1,-14,-22,u,-4%,u,3%,u,u,u
CCOC(=O)N1CCN(S(=O)(=O)c2ccc([N+](=O)[O-])cc2)CC1,-5,-10,-6%,0%,-6,-6%,0%,-22%,8%
COc1cc2c(cc1OC)CN(C(=O)COc1ccccc1[N+](=O)[O-])CC2,-4,-5,-1%,15%,28,-5%,u,13%,-17%
CCc1n[nH]c(=O)c2cc3cc(OC)ccc3n12,-2,11,0%,11%,-14,-102%[inhibitor],u,-7%,-9%
COc1cc(/C=C/C(=O)OCC(=O)N2CCN(S(=O)(=O)c3ccc(C)cc3C)CC2)cc(Cl)c1OC,7,16,6%,-11%,1,-12%,-10%,0%,6%
O=C(CSCC(=O)Nc1ccccc1)N/N=C/c1c(O)ccc2ccccc12,2,-20,3.2µM*,-12%,108,u,u,u,1.6µM*
O=C(CCc1nnc2ccc(N3CCC4(CC3)OCCO4)nn12)Nc1ccc(F)cc1,-1,13,12%,-1%,-4,-3%,15%,-12%,13%
COc1ccc(-c2ccc(=O)n(CC(=O)Nc3ccc4c(c3)OCCO4)n2)cc1,-3,-21,-6%,29%,-1,-2%,24%,7%,-2%
CCc1ccc(C(=O)Nc2ccc(OC)c(S(=O)(=O)N3CCOCC3)c2)cc1,5,2,-14%,5%,-18,-1%,9.2µM*,-28%,-13%
COc1ccc(C(Nc2cc(C)ccn2)c2ccc3ccc(C)nc3c2O)cc1 (stereo not drawn),-35,-77*,-20%,13%,5,u,-17%,-9%,-8%
O=C(O)c1cc(S(=O)(=O)Nc2ccc(OCc3ccccc3)cc2)ccc1Br,2,6,11%,0%,18,-1%,-11%,-9%,9%
CC(C)(C)C(=O)N/C(N)=N/c1nc2ccccc2o1,5,9,u,5%,x,-25%,u,u,u
CCCCn1c(=NC(=O)c2cccnc2)c(C(=O)OCC)cc2c(=O)n3ccccc3nc21,-1,14,6%,u,5,0%,u,u,-2%
Cc1n[nH]c(C)c1S(=O)(=O)N1CCC(C(=O)N2CCn3c2nc2ccccc23)CC1,-42,u,0%,2%,17,3%,9%,3%,-7%[9.24 µM]
N#CCCn1cc(/C=C/C(=O)O)c(-c2ccc(F)cc2)n1,0,2,0%,-9%,-1,-2%,-15%,-1%,-1%
CCCCN(C)c1ccc([N+](=O)[O-])cc1,-9,-26,-3%,-1%,-9,2%,-14%,1%,1%
CC1(C)Cc2c(cnn2-c2ccc(F)cc2)C(NC(=O)c2cnccn2)C1 (stereo not drawn),-4,-2,1%,11%,-1,-6%,u,3%,6%
O=C(NCc1ccccc1)c1ccc(OCC2CCCO2)cc1 (stereo not drawn),-11,0,22%,7%,17,-11%,4%,0%,18%
C=CCC(CC=C)(C(=O)O)c1ccccc1,3,12,20%,-28%,0,-5%,u,10%,21%
Cn1c(=O)c(C(=O)NNC(=O)c2ccccc2Br)c(O)c2ccccc21,3,0,-24%,8%,-7,u,u,u,-21%
Cc1ccc(NC(=O)CN(c2ccc(C)cc2)S(=O)(=O)c2cccc3nonc23)cc1,-2&-1,0,0%,-4%&-3%,-22,u,u,1%&5%,-2%
O=C(CN(Cc1ccccc1)S(=O)(=O)c1ccc(Cl)cc1)NCC1CCCO1 (stereo not drawn),10,-4,-1%,12%,-12,-1%,-22%,-4%,6%
CCN1CCCC1CNCc1cccc(OC)c1OCc1ccc(F)cc1 (stereo not drawn),-11,-16,1%,-1%,0,2%,12µM*,5%,-9%

# Reformatted with values under each structure: eleven of the compounds above.
# Each structure is followed by: DRD3 agonist, DRD3 antagonist, HT1080NT lethal, GLP1R ag, IL-1B inflam inh, SW480 rereplic, KB-V1 MDR tox, KB-3-1 cytotox, HT1080 IDH1KD tx
> CCCCn1c(=NC(=O)c2cccnc2)c(C(=O)OCC)cc2c(=O)n3ccccc3nc21
→ -1, 14, 6%, u, 5, 0%, u, u, -2%
> Cc1n[nH]c(C)c1S(=O)(=O)N1CCC(C(=O)N2CCn3c2nc2ccccc23)CC1
→ -42, u, 0%, 2%, 17, 3%, 9%, 3%, -7%[9.24 µM]
> N#CCCn1cc(/C=C/C(=O)O)c(-c2ccc(F)cc2)n1
→ 0, 2, 0%, -9%, -1, -2%, -15%, -1%, -1%
> CCCCN(C)c1ccc([N+](=O)[O-])cc1
→ -9, -26, -3%, -1%, -9, 2%, -14%, 1%, 1%
> CC1(C)Cc2c(cnn2-c2ccc(F)cc2)C(NC(=O)c2cnccn2)C1 (stereo not drawn)
→ -4, -2, 1%, 11%, -1, -6%, u, 3%, 6%
> O=C(NCc1ccccc1)c1ccc(OCC2CCCO2)cc1 (stereo not drawn)
→ -11, 0, 22%, 7%, 17, -11%, 4%, 0%, 18%
> C=CCC(CC=C)(C(=O)O)c1ccccc1
→ 3, 12, 20%, -28%, 0, -5%, u, 10%, 21%
> Cn1c(=O)c(C(=O)NNC(=O)c2ccccc2Br)c(O)c2ccccc21
→ 3, 0, -24%, 8%, -7, u, u, u, -21%
> Cc1ccc(NC(=O)CN(c2ccc(C)cc2)S(=O)(=O)c2cccc3nonc23)cc1
→ -2&-1, 0, 0%, -4%&-3%, -22, u, u, 1%&5%, -2%
> O=C(CN(Cc1ccccc1)S(=O)(=O)c1ccc(Cl)cc1)NCC1CCCO1 (stereo not drawn)
→ 10, -4, -1%, 12%, -12, -1%, -22%, -4%, 6%
> CCN1CCCC1CNCc1cccc(OC)c1OCc1ccc(F)cc1 (stereo not drawn)
→ -11, -16, 1%, -1%, 0, 2%, 12µM*, 5%, -9%

# Next section.
SMILES,DRD3 agonist,DRD3 antagonist,HT1080NT lethal,GLP1R ag,IL-1B inflam inh,SW480 rereplic,KB-V1 MDR tox,KB-3-1 cytotox,HT1080 IDH1KD tx
CCOC(=O)Cc1csc(NC(=O)COc2ccc3ccccc3c2)n1,-2,120,2%,-3%,4,6%,-7%,8%,8%
CC(Sc1nc2c([nH]c3ccccc32)c(=O)n1C)c1ccccc1 (stereo not drawn),8,24,17%,-5%,28,-1%,1%,6%,-2%
Cc1ccc(C(=O)COc2cccc(NC(=O)c3ccco3)c2)cc1,3,1,0%,-10%,-9,-1%,-16%,4%,4%
COc1cc(CC(=O)N(C)CC(=O)Nc2ccc(Cl)c(C(F)(F)F)c2)cc(OC)c1OC,2,10,-11%,20%,8,0%,u,-2%,u
CCOc1ccc(CCNS(=O)(=O)c2cn(C)cn2)cc1OCC,2,1,-14%,-1%,-23,-5%,-11%,-12%,-1%
CC(=O)c1ccc(S(=O)(=O)N2CCC(Oc3ccc(-n4cnnn4)cc3)CC2)cc1,1&3,0,9%,0%,7,-8%,22%,1%,22%
CCOC(=O)c1[nH]c2ccc(Cl)cc2c1-c1ccccc1,-3,-7,-1%,0%,0,-3%,-6%,0%,-14%
COc1ccc(C(=O)CN2C(=O)c3ccccc3S2(=O)=O)cc1Br,-14,-27,-2%,-17%,-3,6%,x,x,3%
COc1cccc(NC(=O)C2CCN(c3ncccn3)CC2)c1,0,29,4%,-2%,-4,3%,-2%,4%,4%
Cc1cnc(NC(=O)CN2C(=O)C3CC=CCC3C2=O)s1 (stereo not drawn),-6,10,13%,-6%,24,-6%,2%,-1%,0%
O=C(COc1ccc2ccccc2c1)N1c2ccccc2Sc2ccccc21,-28,-25,-15%[9.24 µM],8%,-19,9%,u,-15%,u
Nc1ncnc2nc(SCCc3ccccc3)[nH]c12,-12,26,-2%,11%,21,0%,-17%,-5%,-29%
Cc1nn(CC(=O)NCCN2CCOCC2)c(=O)c2ccccc12,-1,3,2%,-11%,-2,-5%,0%,-10%,1%
Cc1ccsc1/C=N\NC(=O)c1ccc2c(c1)OCO2,-7,-21,-2%,1%,0,-5%,u,6%,-12%
O=C1NC(=Nc2cccc(O)c2)S/C1=C\c1cccnc1,-7,-20,30%,21%,14,u,0%,0%,-6%
Cc1ccc(N2C(=O)CC(N3CCN(c4ccc(F)cc4)CC3)C2=O)c(C)c1 (stereo not drawn),3,-2,1%,-1%,7,0%[1.84 µM],14%,2%,2%
Cc1cccc2sc(N(CCN(C)C)C(=O)C3CCN(S(=O)(=O)c4cccs4)CC3)nc12,-12,-15,-9%,4%,-61*,2%,-1%,-6%,-11%
Cc1ccc(-c2noc(-c3ccccc3C(=O)N3CCOCC3)n2)cc1,-10,17,7%,6%,4,-10%,-17%,-17%,3%
Cn1c(SCC(N)=O)nnc1-c1ccc(C(C)(C)C)cc1,-3,-22,4%,3%,38,-54%[inhibitor],-5%,-7%,-4%
C#CCNC(=O)C1=C[C@H](C2CCCCC2)[C@@H](CCCO)[C@H](OCC)O1,3,0,0%,7%,0,11%,5%,-1%,-3%
Cc1ccccc1N1CCN(C(=O)c2ccc(Oc3ccc(C(F)(F)F)cn3)cc2)CC1,-16,13,4%,-11%,-73*,u,0%,-24%,-4%
